tim23-1 inh = growth inhibitors of tim23-1 mutant yeast, primary screen, luminescence, uHTS. S. cerevisiae tim23-1 growth, BacTiter-Glo luminescence, 24 h. inhibition, % at 20 µM. 330,000 tested, 1.3% active;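 active means growth inhibition of the mutant yeast at or above 50%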;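 further: temperature-sensitive mutant grown at 25 °C; plate controls were DMSO-treated mutant yeast for no effect and medium wells lacking yeast for full effect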
APJ antag = antagonists of human apelin receptor APJ, primary screen, CHO-K1 cells, beta-arrestin complementation, luminescence | P35414 | inhibition, % at 20 µM | 330,000 tested, 0.32% active | AID 2521, 2010;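 active means inhibition above about 40% at 20 µM, limit read from the data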;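 further: cells challenged with 10 nM apelin-13 agonist together with compound; plate controls were apelin-13 plus DMSO wells for no effect and DMSO wells lacking apelin-13 for full effect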
Target sequence (P35414 whole entry, looked up): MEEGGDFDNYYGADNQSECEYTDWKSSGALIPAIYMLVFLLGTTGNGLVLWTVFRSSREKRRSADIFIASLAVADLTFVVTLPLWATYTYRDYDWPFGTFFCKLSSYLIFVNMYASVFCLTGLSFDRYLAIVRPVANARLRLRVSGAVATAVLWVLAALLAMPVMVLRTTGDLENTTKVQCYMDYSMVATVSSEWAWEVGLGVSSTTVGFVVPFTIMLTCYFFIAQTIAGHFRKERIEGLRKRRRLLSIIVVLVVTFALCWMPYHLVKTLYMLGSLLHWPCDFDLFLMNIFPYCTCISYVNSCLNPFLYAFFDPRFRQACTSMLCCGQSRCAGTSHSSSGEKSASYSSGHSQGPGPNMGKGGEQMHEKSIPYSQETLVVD
UPR XBP1 act = activators of adaptive XBP1 UPR arm, primary screen, cell-based, CHO-XBP1 luciferase reporter, luminescence, uHTS | 330,000 tested, 0.33% active | activation, % at 20 µM | AID 463104, 2010 | IRE1-XBP1 UPR activation; percent of tunicamycin response, DMSO as zero;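 active means versus positive control, 20 µM dose yields 30% or more activation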;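 further: 100% = tunicamycin at 10 µg/mL and 0% = DMSO only wells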
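Material: CHO cell line with stable XBP1 luciferase reporter; schedule: 16-18 h cell attachment at 37 °C, then 6 h compound exposure; signal: glow luminescence from Steady-Glo reagent; medium: serum-containing F12 medium, 10% FBS; benchmarks: tunicamycin 10 µg/mL and vehicle-only wells; read-out: percent activation relative to tunicamycin reference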
CXCR6 block = CXCR6 receptor inhibitors, primary screen, cell-based, beta-arrestin, luminescence, CHO-K1 PathHunter, 1536-well | C-X-C chemokine receptor type 6 (Homo sapiens), O00574 | inhibition, % at 20 µM | 360,000 tested, 0.36% active | AID 602244, 2012; in the data active means inhibition above about 34%, passing the limit was not always enough;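 further: antagonist mode with CXCL16 agonist at 10 nM final; 0% = 10 nM CXCL16 with DMSO and 100% = unstimulated wells without agonist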
Target sequence (O00574 whole entry, looked up): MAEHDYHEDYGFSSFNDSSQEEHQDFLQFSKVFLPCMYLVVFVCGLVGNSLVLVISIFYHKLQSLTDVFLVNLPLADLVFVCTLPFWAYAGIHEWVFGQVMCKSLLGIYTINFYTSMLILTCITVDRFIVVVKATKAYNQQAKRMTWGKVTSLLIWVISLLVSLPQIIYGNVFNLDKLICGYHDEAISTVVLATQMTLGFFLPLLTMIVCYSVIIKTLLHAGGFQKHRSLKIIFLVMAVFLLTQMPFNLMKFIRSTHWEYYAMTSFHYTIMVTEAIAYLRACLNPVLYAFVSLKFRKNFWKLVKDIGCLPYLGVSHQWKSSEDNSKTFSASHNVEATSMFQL
APJ ag = agonists of human apelin receptor APJ, primary screen, CHO-K1 cells, PathHunter beta-arrestin, luminescence | P35414 | 0% DMSO wells, 100% apelin | activation, % at 20 µM | 330,000 tested, 0.11% active | AID 2520, 2010;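 active means activation more than six SD over the plate average, tested at 20 µM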;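 further: 0% = DMSO alone and 100% = apelin-13 at 10 nM; some results filed as inactive read as strong as hits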
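Material: engineered CHO-K1 APJ arrestin reporter cells; amount: 1000 CHO-K1 reporter cells seeded per well; incubation: compound stimulation 90 min at 25 °C, detection 60 min; signal: luminescent beta-gal fragment complementation, chemiluminescent substrate; read-out basis: APJ agonist activity; controls: DMSO-only wells as negative, 10 nM Apelin-13 as positive control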
UPR CHOP act = activators of apoptotic CHOP UPR arm, primary screen, cell-based, CHO-CHOP luciferase reporter, luminescence, uHTS; UPR activation; percent of tunicamycin response over DMSO baseline; 330,000 tested, 0.34% active; activation, % at 10 µM; AID 449763, 2010;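 active means at 10 µM dose, activation of 40% or more, normalized to positive control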;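 further: 100% = tunicamycin at 10 µg/mL and 0% = DMSO alone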
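System: CHO-CHOP luciferase reporter cell line; amount: 500 cells/well; buffer or medium: F12 medium containing 10% fetal bovine serum; incubation: 6 h compound exposure at 37 °C after overnight seeding; measured by: luciferase luminescence after 10 min with Steady-Glo reagent; evaluation: % reporter activation, DMSO baseline versus tunicamycin full activation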
TIM10 inh = growth inhibitors of isogenic TIM10 control yeast, primary screen, counter-screen for tim10-1 yeast inhibitor project, luminescence, uHTS. S. cerevisiae TIM10 strain growth, BacTiter-Glo luminescence, 24 h. inhibition, % at 10 µM. 330,000 tested, 1.4% active;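 active means inhibition of 40% or more at the single tested concentration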;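 further: wild-type TIM10 isogenic control strain grown at permissive 25 °C; 0% = DMSO yeast wells and 100% = minimal medium wells without yeast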
tim10-1 inh = growth inhibitors of tim10-1 mutant yeast, primary screen, luminescence, uHTS; S. cerevisiae tim10-1 ts strain growth, BacTiter-Glo, 24 h; inhibition, % at 20 µM; 330,000 tested, 2.2% active; AID 463190, 2010;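 active means inhibition of at least 40%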;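 further: mutant grown at 25 °C; 0% = DMSO wells with yeast and 100% = wells holding no yeast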
Mdm2-MdmX inh = inhibitors of human Mdm2-MdmX association, primary screen, cell-based, luminescence, split luciferase, SaOS-2, uHTS. inhibition, % at 8 µM. Protein Mdm4 (Homo sapiens) + E3 ubiquitin-protein ligase Mdm2 (Homo sapiens), …. SaOS-2 split-luciferase Mdm2/MdmX complementation. 330,000 tested, 3% active;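 active means inhibition of at least 50% at 8 µM in the primary screen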
Active calls of the source: *; nt = not tested or not shown.

SMILES	tim23-1 inh	APJ antag	UPR XBP1 act	CXCR6 block	APJ ag	UPR CHOP act	TIM10 inh	tim10-1 inh	Mdm2-MdmX inh
CCOc1ccc(NC(=O)CSc2cn[nH]n2)cc1	16	4	-3	-3	16	0.5	7	21	6
Cc1ccc(S(=O)(=O)N2CCN(S(=O)(=O)N3CCCCC3)CC2)cc1C	10	7	0	5	-4	2.0	16	15	-3
Cc1ccccc1Nc1ccc([N+](=O)[O-])cn1	16	20	0	0	-5	0.1	0	16	16
COc1cc(-c2noc(C)c2C(=O)NCCO)cc(OC)c1OC	1	-96	0	-2	-2	-0.9	-3	1	19
COC(=O)c1ccc(C23CC4(C2)[C@H](CN(Cc2ccc(-c5ccccc5)cc2)[C@@H]4c2ccccc2)C3c2ccc(Cl)nc2)cc1 (stereo partly specified)	20	-72	1	nt	2	-0.7	13	13	-4
COCCNC(=O)C(=O)c1c(-c2ccccc2)[nH]c2ccccc12	6	13	-4	-9	1	-1.1	5	14	18
O=C(NCCSCc1ccc(Cl)cc1Cl)c1ccc(CN2CCOCC2)cc1	-15	13	0	-30	2	-0.2	11	25	11
Cc1ccc(NS(=O)(=O)c2cccc(C(=O)N3CCOCC3)c2)cc1	8	-13	-1	-3	-4	-0.5	5	1	-6
CCCC(=O)NC(c1ccc(OC)cc1)c1ccc2cccnc2c1O (stereo unspecified)	21	-4	4	2	-5	3.0	21	34	82*
O=C(NCc1nc2ccccc2[nH]1)C1=C[C@@H](C2CCCCC2)C[C@@H](OCCCCO)O1	24	5	3	-17	-2	-1.6	15	24	-2
COc1cccc(NC(=O)C2CCCN(S(C)(=O)=O)C2)c1 (stereo unspecified)	-4	-15	-2	3	2	1.2	-6	6	4
Cc1nc(SCc2cccc(C(=O)O)c2)nc2c1CCCC2	5	-5	-5	-6	-5	-3.5	18	10	-2
CCOc1ccc(/C=N/NC(=O)Cc2ccccc2)cc1CN1CC2CC(C1)c1cccc(=O)n1C2 (stereo unspecified)	9	-11	1	6	-2	2.0	13	-4	5
CCc1ccc(-c2nc(CN3CCCC(C(=O)NCCc4ccc(OC)c(OC)c4)C3)c(C)o2)cc1 (stereo unspecified)	14	-12	2	4	-1	6.0	20	39	22
CCOC(=O)N1CCN(C(=O)Cn2c(C)cc3ccccc3c2=O)CC1	15	5	-4	-7	-4	-0.9	1	17	10
Cc1nc(C(F)(F)F)nc(Nc2ccc(Br)cc2)c1C#N	7	-2	1	0	0	-0.6	-11	11	-4
O=C(O)c1cc(-c2cccs2)[nH]n1	8	14	-1	4	0	0.2	7	3	4
COc1ccc(C(=O)/C=C/Nc2c(C)n(C)n(-c3ccccc3)c2=O)c(OC)c1	10	-13	-2	2	-3	-1.7	-9	-6	10
CN(CC(=O)Nc1ccc(Cl)cc1)C(=O)CCNC(=O)c1ccc(Cl)cc1	-4	7	-2	-2	-2	-0.3	-9	16	15
CCN1CCCC1CN(Cc1cc2cc(OC)ccc2[nH]c1=O)C(=O)NCc1ccccc1 (stereo unspecified)	14	-4	0	9	-2	-3.8	1	19	-1
CCc1ccc(CN(C)C(=O)c2cc(COc3ccc(OC)cc3Cl)on2)nc1	29	18	-2	-4	8	5.0	8	18	-42
Cc1ccccc1NC(=O)CSc1nc2ccccc2c(=O)n1C	9	-13	-7	-7	2	2.5	4	5	20
COc1ccc(-n2nnnc2SCC(=O)N2CCCC2)cc1OC	-5	14	-1	3	1	-2.3	-4	-22	4
O=C(O/N=C1\CCS(=O)(=O)c2sccc21)c1ccccc1	28	-12	13	4	-3	0.4	7	19	12
CCCCC(=O)Nc1nnc(C2=COCCO2)o1	-11	-4	2	-1	-2	2.1	-6	6	11
O=C(CN1CCCCCCC1)N/N=C/c1ccc([N+](=O)[O-])o1	-7	-26	-5	-17	6	0.1	-1	9	-12
COc1ccc(C(=O)NNC(=O)c2cc(C)nc3ccccc23)cc1	11	6	-1	0	-4	1.1	-1	-4	2
CC(Sc1nc2ccc(Br)cc2[nH]1)C(=O)O (stereo unspecified)	6	-23	-2	5	-3	-1.1	2	-5	9
CCOC(=O)C1CCCN(C(=O)C2CCC(CNS(=O)(=O)c3ccc(NC(C)=O)cc3)CC2)C1 (stereo unspecified)	0	16	-6	5	-5	-3.7	4	0	8
O=C(O)c1ccccc1NCc1cccs1	16	16	-2	1	-2	1.0	-6	7	3
O=C(NCc1ccco1)c1ccc2c(=O)n(CCC3=CCCCC3)c(=O)[nH]c2c1	-29	-1	1	3	0	-2.3	-21	8	5
CCOc1ccc(S(=O)(=O)N2CCN(CN3C(=O)CC4(CCCC4)C3=O)CC2)cc1	6	-2	0	2	0	-0.6	-2	9	-13
CC1=CC(C)(C)n2c(O)c(N=N)c3c(C)c(C)cc1c32	34	4	0	13	-1	3.1	24	30	-24
CCC(=O)Nc1ccc(C(=O)Nc2cccnc2)cc1	-2	-8	1	-3	-2	0.9	4	0	11
Cc1ccc(-n2c(N)c(C(N)=O)sc2=S)cc1	-16	22	-3	-4	-4	-0.7	-18	-30	33
Cc1sc2nc(C(C)Nc3ccccc3N3CCOCC3)[nH]c(=O)c2c1C (stereo unspecified)	26	0	2	-7	-4	-0.8	22	36	10
Cc1n[nH]c(=S)n1-c1cccc(Cl)c1	11	4	-1	-11	-2	-2.1	-5	5	-10
COc1cc(OC)cc(C(=O)NC(C(=O)OCn2nnc3ccccc3c2=O)C(C)C)c1 (stereo unspecified)	25	-5	-3	0	-2	-1.0	8	9	0
O=C(COC(=O)c1cc2c(s1)CCCC2)NCc1ccccc1Cl	11	-2	1	-5	-4	-0.1	8	-1	19
COc1ccc(S(=O)(=O)N(C)c2ccc(C(=O)NCC3CCCO3)cc2)cc1OC (stereo unspecified)	-8	2	0	-4	-2	-2.4	-7	1	12

Arranged by length of the SMILES (smallest number first): some entries from above.
SMILES	tim23-1 inh	APJ antag	UPR XBP1 act	CXCR6 block	APJ ag	UPR CHOP act	TIM10 inh	tim10-1 inh	Mdm2-MdmX inh
O=C(O)c1ccccc1NCc1cccs1	16	16	-2	1	-2	1.0	-6	7	3
Cc1n[nH]c(=S)n1-c1cccc(Cl)c1	11	4	-1	-11	-2	-2.1	-5	5	-10
CCC(=O)Nc1ccc(C(=O)Nc2cccnc2)cc1	-2	-8	1	-3	-2	0.9	4	0	11
COc1ccc(-n2nnnc2SCC(=O)N2CCCC2)cc1OC	-5	14	-1	3	1	-2.3	-4	-22	4
O=C(O/N=C1\CCS(=O)(=O)c2sccc21)c1ccccc1	28	-12	13	4	-3	0.4	7	19	12
CC1=CC(C)(C)n2c(O)c(N=N)c3c(C)c(C)cc1c32	34	4	0	13	-1	3.1	24	30	-24
COc1ccc(C(=O)NNC(=O)c2cc(C)nc3ccccc23)cc1	11	6	-1	0	-4	1.1	-1	-4	2
O=C(CN1CCCCCCC1)N/N=C/c1ccc([N+](=O)[O-])o1	-7	-26	-5	-17	6	0.1	-1	9	-12
CCc1ccc(CN(C)C(=O)c2cc(COc3ccc(OC)cc3Cl)on2)nc1	29	18	-2	-4	8	5.0	8	18	-42
O=C(NCc1ccco1)c1ccc2c(=O)n(CCC3=CCCCC3)c(=O)[nH]c2c1	-29	-1	1	3	0	-2.3	-21	8	5

Going on with the list:
SMILES	tim23-1 inh	APJ antag	UPR XBP1 act	CXCR6 block	APJ ag	UPR CHOP act	TIM10 inh	tim10-1 inh	Mdm2-MdmX inh
COc1ccc(-c2csc(NC(=O)C3CSC4(C)CCC(=O)N34)n2)cc1OC (stereo unspecified)	13	6	19	-5	22	12	5	1	25
O=c1/c(=C/c2ccco2)sc2n1CN(c1cccc(Br)c1)CN=2	4	-13	0	9	-1	0.2	-4	16	-14
COCCn1c(C)cc(C(=O)CSc2cc(C)c3ccccc3n2)c1C	19	2	-2	-4	-1	1.1	1	21	3
CC(=O)Nc1ccc(NC(=O)CCn2c(=O)oc3ccccc32)cc1	-14	-13	4	3	-4	0.6	-4	-4	-2
Cc1ccc(-c2n[nH]c(=S)n2C)cc1Cl	14	35	-2	16	-7	0.2	4	19	9
Cc1ccc(OCC(=O)O/N=C(\N)c2ccncc2)c(C)c1	8	14	2	-3	-2	3.3	-7	-10	-64
O=C(NCc1ccc2c(c1)OCO2)c1ccc(Cl)nc1	9	-9	-2	8	-2	1.5	6	-8	-5
Oc1ccc(N=C/C=C/c2ccc(Br)cc2)cc1-c1nc2ccccc2s1	64*	0	3	nt	0	4.2	30	23	-11
Nc1[nH]c(N=NC(=O)c2ccccc2O)c2ccccc12	-3	13	0	4	-2	4.0	1	-7	-80
CS(=O)(=O)c1ccc(Cl)c(NC(=O)COC(=O)c2ccc(-n3cnnn3)cc2)c1	-12	-88	-2	-16	3	0.2	-18	-25	-7
Cc1onc(-c2c(Cl)cccc2Cl)c1C(=O)NNc1ccccc1	-3	21	0	3	-12	0.0	-24	-41	11
COc1cccc(C2c3c(-c4ccccc4)n[nH]c3C(=O)N2c2ccc(C(=O)O)cc2)c1 (stereo unspecified)	25	12	-6	-2	-2	-0.3	7	-11	3
Cn1c(-c2ccsc2)c(-c2cccs2)c2cc(-c3ccc4[nH]ccc4c3)ccc21	13	-9	-1	1	-3	2.9	8	20	20
C=CCc1cccc2cc(C(=O)Nc3ccc(CC(=O)O)cc3)c(=O)oc12	18	8	-5	-6	-3	-2.7	-6	-1	14
CCC1(C)NC(=O)N(/N=C/c2cc(OC)c(O)c(OC)c2)C1=O (stereo unspecified)	-2	24	1	1	-4	1.4	-10	2	-21
Cc1cccc(N(NC(=O)C(C)(C)O)C(=O)c2ccccc2)c1	-8	0	-5	-7	-1	-0.7	0	3	8

Bioassay records (PubChem)

The list is partial; rates above refer to the full screens.
